Screening results as filed in PubChem BioAssay.
ARFGAP1 inh: rat ARFGAP1 inhibition | inhibition, % at 16.5 µM | AID 651572 | hit rate 0.26% among 360,000 | Arfgap1-stimulated ARF1 GTP hydrolysis, GDP FP detection | Q62848;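 active = inhibition above a per-plate limit, mean inhibition of low control wells plus 3 SD, cut at about 25% in these data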;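 also: 0% = DMSO wells with enzyme and 100% = wells lacking Arfgap1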
Target sequence (Q62848 1-136 limits assumed): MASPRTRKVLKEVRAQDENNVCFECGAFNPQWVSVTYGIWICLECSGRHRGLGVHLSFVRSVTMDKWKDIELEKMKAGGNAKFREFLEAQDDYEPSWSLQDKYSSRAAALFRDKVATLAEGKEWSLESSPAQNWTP
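System: truncated rat Arfgap1 GAP domain / Medium: HEPES-based buffer, pH 7.5 / Also added: N-terminally truncated human ARF1-GTP substrate / Incubation: enzyme reaction 120 min at 25 °C after 20 min preincubation / Measured by: FP of antibody-bound GDP Alexa 633 tracer, ex 620/em 688 nm / Replicates: singlicate, each compound tested once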
ADAM17 inh: inhibitors of human ADAM17. hit rate 0.83% among 370,000. P78536. AID 720648. recombinant ADAM17, EDANS/DABCYL FRET peptide cleavage. inhibition, % at 6.95 µM;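 active = inhibition above the mean of compounds lying between control limits plus 3 SD, set per campaign, cut at about 8.5% in these data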;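 also: 0% = DMSO-only wells as the low control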
DDE Tn7 FP inh: disrupts Tn7 cyclic peptide binding to fibrin D-Dimer-E complex; FP displacement of FITC-Tn7 peptide from fibrin DD(E); 0% = median of compound wells per plate; inhibition, % at 8.3 µM; hit rate 0.13% among 370,000; AID 720508;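 active = inhibition above the mean of compounds falling within the control limits plus 3 SD of them, cut at about 14% in these data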;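 also: 0% = plate median of compound wells and 100% = 10 µM Aha-Tn7 peptide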
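Measure: % inhibition scaled between sample-field median and high-control FP; Test system: human fibrin DD(E); Quantity: 2 µM final DD(E) protein; Doses: one dose, 8.3 µM nominal; Schedule: compound with protein 10 min, then 3 h after probe, room temperature; Detection: fluorescence polarization; Medium: Tris buffer with calcium and detergent, pH 7.8.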
PLC-beta3 inh: blocks human PLC-beta3 enzyme activity; Q01970; Purified PLC-beta3, fluorogenic substrate, fluorescence; inhibition, % at 12.2 µM; hit rate 0.18% among 370,000; AID 720704; in the data active = inhibition above about 11%;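 also: 0% = median of compound wells on plate and 100% = full blocker control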
ASAP1 GAP inh: ASAP1 ArfGAP inhibition | Q9ULH1 | AID 624377 | inhibition, % at 16.5 µM | ASAP1-stimulated ARF1 GTP hydrolysis, GDP FP detection | hit rate 0.19% among 360,000; in the data active = inhibition above about 25%;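 also: 0% = vehicle with enzyme and substrate and 100% = no enzyme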
KLK7 zymogen act: activates the human kallikrein-7 zymogen; activation, % at 7 µM; purified proKLK7, EDANS-DABCYL substrate fluorescence; 100% is mature enzyme control, 0% vehicle; hit rate 0.9% among 370,000; P49862;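 active = activation above the mean of all tested compounds plus 3 SD, computed per campaign excluding outliers beyond control limits, cut at about 13% in these data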
Target sequence (P49862 whole entry, looked up): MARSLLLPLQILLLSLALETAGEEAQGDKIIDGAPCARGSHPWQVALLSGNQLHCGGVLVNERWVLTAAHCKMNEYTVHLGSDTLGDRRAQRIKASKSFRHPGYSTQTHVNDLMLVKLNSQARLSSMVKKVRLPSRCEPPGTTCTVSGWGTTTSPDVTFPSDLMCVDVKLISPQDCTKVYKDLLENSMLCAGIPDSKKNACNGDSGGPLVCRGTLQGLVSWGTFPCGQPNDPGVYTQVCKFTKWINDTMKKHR
PLCg1 inh: inhibitors of human phospholipase C gamma1 | P19174 | purified PLC-gamma1, fluorogenic substrate, fluorescence | inhibition, % at 12.2 µM | hit rate 0.84% among 370,000 | AID 720700; in the data active = inhibition above about 9.5%
UHRF1 binding: human UHRF1 methylated DNA binding inhibitors; UHRF1 binding to methylated oligo, TR-FRET; inhibition, % at 4.4 µM; hit rate 0.75% among 370,000; AID 687016; in the data active = inhibition above about 21%;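 also: UHRF1 SRA domain binding a hemimethylated CpG hairpin DNA probe; 0% = median of test compound wells and 100% = reference inhibitor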
DDE Tn6 FP inh: disrupts Tn6 cyclic peptide binding to fibrin D-Dimer-E complex. P02675. Fibrin DD(E) TRITC-Tn6 fluorescence polarization displacement. inhibition, % at 8.3 µM. hit rate 0.21% among 370,000. AID 720509;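 active = inhibition above a per-campaign cutoff: mean of compounds within control limits plus 3 SD, cut at about 15% in these data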;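 also: 0% = median of all compound wells on the plate and 100% = blocking peptide control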
MBD2 inh: MBD2-methylated oligo binding inhibition; Q9UBB5; TR-FRET, MBD2 binding to methylated oligonucleotide; inhibition, % at 4.4 µM; hit rate 0.31% among 370,000; in the data active = inhibition above about 13%
Target sequence (Q9UBB5 whole entry, looked up): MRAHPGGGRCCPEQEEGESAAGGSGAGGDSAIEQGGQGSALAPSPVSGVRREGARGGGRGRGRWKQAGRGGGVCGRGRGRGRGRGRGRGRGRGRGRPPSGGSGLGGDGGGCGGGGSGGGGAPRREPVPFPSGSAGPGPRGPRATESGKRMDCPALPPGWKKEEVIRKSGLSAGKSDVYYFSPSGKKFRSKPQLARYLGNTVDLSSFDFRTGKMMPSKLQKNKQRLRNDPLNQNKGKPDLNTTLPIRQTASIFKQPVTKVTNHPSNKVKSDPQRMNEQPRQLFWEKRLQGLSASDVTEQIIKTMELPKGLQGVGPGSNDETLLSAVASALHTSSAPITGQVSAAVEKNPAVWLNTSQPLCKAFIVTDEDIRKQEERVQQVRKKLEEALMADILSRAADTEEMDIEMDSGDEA
* hit, by the source's call. Compounds were not picked by outcome. About 4.1% of those tested had a hit in this group.

SMILES	ARFGAP1 inh	ADAM17 inh	DDE Tn7 FP inh	PLC-beta3 inh	ASAP1 GAP inh	KLK7 zymogen act	PLCg1 inh	UHRF1 binding	DDE Tn6 FP inh	MBD2 inh
CC(C)c1ccc(OCC(=O)Nc2ccc(S(=O)(=O)Nc3ccccn3)cc2)cc1	4	3	-7	1	25*	0.1	3	-1	-2	-5
CCOc1cccc(SCc2noc(C(=O)NCCOC)c2C(=O)O)c1	15	-1	-5	1	-8	0.6	5	2	-5	0
CCOC(=O)c1c(NC(=O)c2c(Br)cnn2CC)sc(C)c1C	-3	1	2	-2	-16	-0.7	0	2	-4	0
O=C(CCl)Nc1ccc(N2CCCCCC2)cc1	-8	-5	2	0	0	-0.1	2	-1	0	-5
NNC(=O)c1csc(-c2ccccc2)n1	-4	1	2	-10	-8	0.5	-2	-1	8	-1
CC12CNCC(C)(CN(C3(O)C(=O)Nc4ccc(Br)cc43)C1)C2=O (stereo not given)	-2	-3	4	0	11	-0.4	2	-1	-4	3
CC1(C(=O)NS(=O)(=O)c2ccc(F)cc2F)CCN1C(=O)C/C=C/c1ccccc1 (stereo not given)	-1	-1	3	-2	15	-0.6	-6	2	9	-3
Cc1ccccc1N(CC(=O)Nc1ccccc1C(=O)NCc1ccco1)S(=O)(=O)c1ccccc1	2	1	-2	-9	6	0.3	-5	1	1	7
O=C(c1ccc(-c2ccc([N+](=O)[O-])cc2Cl)o1)N1CCOCC1	-5	-1	5	-4	-4	0.0	0	-2	1	6
O=C1CSC(=S)N1c1ccc(Cl)c(Cl)c1	-16	-9	9	-1	5	0.2	-2	2	3	1
Cc1nnsc1NC(=O)OCc1ccccc1Cl	14	1	-1	-11	4	-0.7	-11	4	-3	0
COc1ccc(-n2c(C)cc(C3=NNC(=NC4CC4)SC3)c2C)cc1	3	-1	-1	-19	6	0.7	-7	-9	-4	-5
O=C(CCCN1C(=O)C2CC=CCC2C1=O)Nc1ccccc1F (stereo not given)	-1	1	-9	-3	12	0.0	1	-1	1	-8
COc1ccc(OC)c(NC(=O)CSc2ccc3ccccc3c2)c1	2	3	8	-2	-15	0.1	5	-1	8	2
COCCNC(=S)N1CCC(C(=O)c2ccc(Cl)cc2)CC1	-9	-1	6	0	-8	-0.6	0	1	-6	0
O=C(COc1ccc2c(c1)OCO2)Nc1ccccc1F	2	-1	4	-3	-14	0.5	-2	-1	10	-1
COC(=O)c1ccccc1NC(=O)c1ccc(COc2ccccc2)o1	2	2	-2	-4	16	0.5	2	3	-4	0
CC[C@H](C)[C@H](NC(N)=O)C(=O)Nc1ccc(S(=O)(=O)NC(C)C)cc1	12	-3	-14	-9	-12	0.1	2	2	5	2
Cc1ccc2c(=O)n3c(nc2c1)C(Cc1ccccc1)NC(=O)c1cc2ccccc2cc1-3 (stereo not given)	7	7	-4	-12	-9	-2.7	-2	4	-5	1
Cc1ccc(C)c(OCc2nc3ccccc3[nH]2)c1	3	-2	1	-2	-2	-0.7	0	-1	3	-3
COC(=O)c1ccc(NC(=S)N2CCCC2)cc1	3	-4	1	-1	3	0.3	1	2	3	3
CCN(c1ccccc1)S(=O)(=O)c1cccc(C(=O)NCC(c2cccs2)N(C)C)c1 (stereo not given)	-9	1	5	-4	6	0.0	2	2	-2	6
C[C@@H]1CN([C@H](C)CO)C(=O)CCCn2cc(nn2)CO[C@H]1CN(C)S(=O)(=O)c1cn(C)cn1	-9	0	0	3	5	0.2	1	1	-4	-2
COc1ccc(OC)c(NC(=O)COC(=O)Cc2ccsc2)c1	-5	-5	-1	1	5	-0.3	2	0	1	3
Cn1c(=O)c2c(ncn2CC(=O)Nc2ccccc2)n(C)c1=O	-15	-2	0	1	0	-0.2	1	1	-2	0
Next entries follow.
SMILES	ARFGAP1 inh	ADAM17 inh	DDE Tn7 FP inh	PLC-beta3 inh	ASAP1 GAP inh	KLK7 zymogen act	PLCg1 inh	UHRF1 binding	DDE Tn6 FP inh	MBD2 inh
O=C(Cn1cc2c(n1)CCCC2)NCCCN1CCN(C2CCCCC2)CC1	5	2	-6	0	12	0.1	1	-1	-4	-2
CCOC(=O)c1c(C)c(C(=O)NCc2ccco2)c(C)n1CC	0	-2	-1	2	0	0.0	1	-2	-7	1
O=C(N/N=C/c1ccc([N+](=O)[O-])o1)c1cc(-c2ccncc2)nc2ccccc12	12	-3	5	-8	13	0.6	-4	-3	7	-3
C(#CCN1CCC(Cc2ccccc2)CC1)COCCOCc1ccccc1	-7	2	0	-1	-12	0.1	1	4	-3	5
COc1ccc(Cl)cc1S(=O)(=O)Nc1ccc2c(c1)n(C)c(=O)n2C	-4	-1	5	-5	-17	-0.5	-1	-1	4	0
O=C1ON=C(c2ccccc2)/C1=C/c1ccc(O)cc1	0	-6	4	-2	10	-0.1	-4	1	2	2
CCOC(=O)c1c(/N=C/N(C)C)sc(/C=N/Nc2ccccc2)c1-c1ccccc1Cl	-7	-7	-2	-20	-5	-1.1	-23	0	-1	7
Cc1ccc(SCc2cc(-c3ccc(Cl)cc3)no2)cc1	4	-2	0	-1	-3	0.1	4	1	-5	6
COC(=O)C(Nc1nccs1)(OC)C(F)(F)F (stereo not given)	7	-5	1	3	-2	0.3	-1	0	3	-5
C[C@@H]1CN([C@@H](C)CO)C(=O)CCCn2nncc2CO[C@H]1CN(C)Cc1ccc2c(c1)OCO2	-4	-1	3	8	8	0.3	2	1	5	-2
CCOC(=O)N1CCN(c2c(NCCN3CCCCC3CC)c(=O)c2=O)CC1 (stereo not given)	10	0	6	3	6	0.0	0	1	-4	3
C[C@@]12CCC=C[C@H]1[C@H](c1ccc3ccccc3c1)N(Cc1ccccc1)C2=O	0	2	-2	-5	-13	0.3	-4	38*	-7	-1
COc1cc(CNC2CCCCC2OC)cc(OC)c1OC (stereo not given)	3	0	2	1	2	0.4	0	2	2	-2
COc1ccc(C(=O)Oc2c(OC)cc(C(=S)N3CCOCC3)cc2OC)cc1	-9	0	0	-3	1	0.2	-1	-2	-7	-4
CCOC(=O)C1(Cc2ccc(Cl)cc2)CCN(C(=O)c2cscn2)CC1	16	5	-5	-2	-2	0.0	2	2	-2	-2
O=C(Nc1ccccc1)N1N=C(c2ccc(F)cc2)CC1c1ccc(F)cc1 (stereo not given)	-8	-3	0	1	-2	0.1	2	-3	-3	-1
Clc1ncnc2c1oc1ccccc12	-4	-3	-6	2	-24	-0.2	1	-3	7	0
COC(=O)c1ccc(C(NC(=O)OCc2ccccc2)/C(F)=C/[C@@H](C)C(=O)O)cc1 (stereo not given in full)	2	2	-6	3	0	0.6	4	1	7	3
Cc1cc(=O)c(C(=O)O)c(C)n1-c1ccccc1	5	-4	2	2	1	-0.2	-1	0	-1	1
COC(=O)C1=C(N)Oc2c(oc(CO)cc2=O)C1c1ccccc1F (stereo not given)	-3	-4	-4	5	-3	1.3	-1	-3	0	0
CCCOc1ccc(-c2c(C(=O)N/N=C/c3ccncc3)nnn2-c2nonc2N)cc1	-4	-1	0	-5	-3	0.6	-2	0	-4	-3
Brc1ccc2nc(N3CCCC3)sc2c1	11	1	-10	-4	-4	-1.0	5	4	1	4
CC(Sc1nnc(CC(C)c2ccccc2)n1N)C(N)=O (stereo not given)	-10	1	-3	-1	-8	-0.4	1	0	-2	2
Cc1cc(N=O)c(C)cc1O	1	3	-7	2	4	-0.7	6	0	1	-5
COc1ccc(CN2C(=O)CN(S(C)(=O)=O)CC2(C)C(=O)Nc2c(C)cccc2C)cc1OC (stereo not given)	-10	-6	6	1	-1	0.4	-1	0	3	0
CC1CCN(S(=O)(=O)c2cn(C)c(=O)n(C)c2=O)CC1	6	-3	3	0	-2	-0.5	0	-3	-2	5
COc1ccc(Nc2nc(-c3cccs3)nc3ccccc23)cc1	20	-23	-5	-291	7	4.0	-218	-1	-10	-10
CC1CCc2c(sc(NC(=O)CSc3nnc(-c4ccccc4)o3)c2C#N)C1 (stereo not given)	-2	-5	6	-31	-12	2.0	-1	-7	5	-3
Cc1ccnc(NC(=O)c2ccc(COc3ccc(Cl)cc3)o2)c1	-2	-2	11	-6	-6	0.2	-4	1	-3	2

Part of the list above in order of SMILES length, descending.
SMILES	ARFGAP1 inh	ADAM17 inh	DDE Tn7 FP inh	PLC-beta3 inh	ASAP1 GAP inh	KLK7 zymogen act	PLCg1 inh	UHRF1 binding	DDE Tn6 FP inh	MBD2 inh
C[C@@H]1CN([C@@H](C)CO)C(=O)CCCn2nncc2CO[C@H]1CN(C)Cc1ccc2c(c1)OCO2	-4	-1	3	8	8	0.3	2	1	5	-2
Cc1ccc2c(=O)n3c(nc2c1)C(Cc1ccccc1)NC(=O)c1cc2ccccc2cc1-3 (stereo not given)	7	7	-4	-12	-9	-2.7	-2	4	-5	1
CCOC(=O)c1c(/N=C/N(C)C)sc(/C=N/Nc2ccccc2)c1-c1ccccc1Cl	-7	-7	-2	-20	-5	-1.1	-23	0	-1	7
CC1CCc2c(sc(NC(=O)CSc3nnc(-c4ccccc4)o3)c2C#N)C1 (stereo not given)	-2	-5	6	-31	-12	2.0	-1	-7	5	-3
O=C(Nc1ccccc1)N1N=C(c2ccc(F)cc2)CC1c1ccc(F)cc1 (stereo not given)	-8	-3	0	1	-2	0.1	2	-3	-3	-1
CCOC(=O)N1CCN(c2c(NCCN3CCCCC3CC)c(=O)c2=O)CC1 (stereo not given)	10	0	6	3	6	0.0	0	1	-4	3
COc1ccc(-n2c(C)cc(C3=NNC(=NC4CC4)SC3)c2C)cc1	3	-1	-1	-19	6	0.7	-7	-9	-4	-5
O=C(Cn1cc2c(n1)CCCC2)NCCCN1CCN(C2CCCCC2)CC1	5	2	-6	0	12	0.1	1	-1	-4	-2
Cc1ccnc(NC(=O)c2ccc(COc3ccc(Cl)cc3)o2)c1	-2	-2	11	-6	-6	0.2	-4	1	-3	2
COc1ccc(OC)c(NC(=O)CSc2ccc3ccccc3c2)c1	2	3	8	-2	-15	0.1	5	-1	8	2
COCCNC(=S)N1CCC(C(=O)c2ccc(Cl)cc2)CC1	-9	-1	6	0	-8	-0.6	0	1	-6	0
O=C1ON=C(c2ccccc2)/C1=C/c1ccc(O)cc1	0	-6	4	-2	10	-0.1	-4	1	2	2
Brc1ccc2nc(N3CCCC3)sc2c1	11	1	-10	-4	-4	-1.0	5	4	1	4
Cc1cc(N=O)c(C)cc1O	1	3	-7	2	4	-0.7	6	0	1	-5
